# Compound activity deposited in PubChem BioAssay by several laboratories.
# TRPC4 inh – inhibitors of mouse TRPC4 channel, primary screen, Fluo4 calcium, HEK293 TRPC4beta/mu-opioid cells. AID 2247, 2010. Short transient receptor potential channel 4 (Mus musculus), Q9QUQ5. 0.39% of 300,000 active. DAMGO-evoked Fluo4 calcium flux; active compounds read low. B-score at 10 µM;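 active = B-score over 3 SD under the library average, no early fluorescence shift, positive overall ratio signal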
#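 material = TRPC4beta/mu-opioid receptor HEK293 cell line | probe or stimulus = sequential submaximal and maximal DAMGO stimulation | compound dosing = one concentration per compound | measured by = Fluo4 Ca2+ flux fluorescence | evaluation = integrated fluorescence ratio relative to baseline, converted to per-well B score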
# KCNQ1 act – potentiators or activators of KCNQ1 channel, primary screen, cell-based, thallium flux, high-throughput | 0.35% of 310,000 active | Potassium voltage-gated channel subfamily KQT member 1 (Homo sapiens), P51787 | B-score at 10 µM | CHO-K1 KCNQ1, thallium flux FluxOR fluorescence; active compounds read high;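 active = fluorescence ratio B-score, a plate-corrected score, at least three library SD, with initial intensity B-score within 5 SD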
# Target sequence (P51787 whole entry, looked up): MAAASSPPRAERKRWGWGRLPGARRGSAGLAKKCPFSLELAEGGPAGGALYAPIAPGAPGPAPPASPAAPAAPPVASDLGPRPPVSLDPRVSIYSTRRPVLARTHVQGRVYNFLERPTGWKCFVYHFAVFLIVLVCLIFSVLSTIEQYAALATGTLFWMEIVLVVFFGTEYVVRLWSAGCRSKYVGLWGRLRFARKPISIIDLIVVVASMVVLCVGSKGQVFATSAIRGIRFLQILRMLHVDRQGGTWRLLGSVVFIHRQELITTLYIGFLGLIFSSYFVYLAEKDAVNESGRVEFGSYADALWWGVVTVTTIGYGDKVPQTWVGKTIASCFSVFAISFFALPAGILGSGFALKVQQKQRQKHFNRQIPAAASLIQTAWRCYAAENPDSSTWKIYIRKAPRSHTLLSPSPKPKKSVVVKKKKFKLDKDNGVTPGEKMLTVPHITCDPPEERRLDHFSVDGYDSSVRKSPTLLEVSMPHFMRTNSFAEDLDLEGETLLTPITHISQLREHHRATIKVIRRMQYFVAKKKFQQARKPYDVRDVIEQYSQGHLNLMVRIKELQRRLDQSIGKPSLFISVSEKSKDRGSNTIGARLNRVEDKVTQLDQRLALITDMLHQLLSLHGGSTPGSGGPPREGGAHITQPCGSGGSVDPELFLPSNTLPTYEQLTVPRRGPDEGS
#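 System: CHO-K1 cells stably expressing KCNQ1 / Medium: assay buffer for compound exposure, DMSO matched across wells / Reagent: thallium- and potassium-containing depolarizing buffer / Compound: one concentration, matched DMSO / Incubation: 20 min compound pretreatment at room temperature / Measured by: kinetic FluxOR fluorescence, 10 s baseline plus 110 s post-stimulus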
# TRPC4 act – activators of mouse TRPC4 channel, primary screen, Fluo4 calcium, HEK293 TRPC4beta/mu-opioid cells | 0.49% of 310,000 active | B-score at 10 µM | Fluo4 calcium fluorescence; active compounds read high | Short transient receptor potential channel 4 (Mus musculus), Q9QUQ5;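 active = B-score above 5 SD of library B-scores, and initial fluorescence ratio not above library mean plus 5 SD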;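 note: positive B-score marks a calcium rise read as TRPC4 activation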
#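 Material: HEK293 stable line with TRPC4beta plus mu-opioid receptor; technique: Fluo4 calcium-sensitive dye fluorescence, kinetic, 1 Hz baseline; timing: Fluo4 dye loading 45 min at room temperature, 110 s recording; controls: assay buffer as low control, maximal DAMGO as high control; read-out: integrated baseline-normalised fluorescence ratio, converted to per-well B score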
# hERG protect – hERG rescue from dofetilide block, primary screen, cell-based, CHO-hERG, FluxOR thallium flux, dofetilide IC70 | Voltage-gated inwardly rectifying potassium channel KCNH2 (Homo sapiens), Q12809 | 0.51% of 310,000 active | AID 1511, 2009 | activation (rescue from dofetilide block), less the hit threshold, % at 10 µM | dofetilide IC70 present;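 active = activation above the mean of controls blocked by dofetilide plus 5 SD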;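 note: thallium influx through hERG after potassium depolarization seen as dye fluorescence rise; in these data hits start at about 4.7%; inactives centre near -7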
# KCNK9 block – KCNK9 potassium channel inhibitors, primary screen, HEK293 cells, thallium flux | Potassium channel subfamily K member 9 (Homo sapiens), Q9NPC2 | FluxOR thallium flux fluorescence; active compounds read low | B-score at 10 µM | 1.2% of 310,000 active | AID 488922, 2010;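 active = ratio B-score over 3 SD below the library mean, with starting fluorescence within 5 SD of its mean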;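 note: negative B-score means less thallium flux so channel inhibition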
# Target sequence (Q9NPC2 whole entry, looked up): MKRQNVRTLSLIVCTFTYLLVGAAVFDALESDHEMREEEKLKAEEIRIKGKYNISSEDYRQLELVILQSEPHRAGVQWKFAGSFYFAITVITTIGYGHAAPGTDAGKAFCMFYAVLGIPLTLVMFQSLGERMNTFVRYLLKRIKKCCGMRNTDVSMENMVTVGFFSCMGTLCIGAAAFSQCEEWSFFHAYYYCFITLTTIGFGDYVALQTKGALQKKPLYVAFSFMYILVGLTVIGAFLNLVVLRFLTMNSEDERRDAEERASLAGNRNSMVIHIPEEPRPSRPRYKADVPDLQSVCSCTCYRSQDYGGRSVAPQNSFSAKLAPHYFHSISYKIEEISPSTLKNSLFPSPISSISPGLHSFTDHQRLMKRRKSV
# DYRK1A inh – rat Dyrk1A kinase inhibitors, primary screen, biochemical, single point, plate reader | ADP-Glo luminescence, NFATc1 peptide | Dual specificity tyrosine-phosphorylation-regulated kinase 1A (Rattus norvegicus), Q63470 | 0.43% of 310,000 active | AID 504441, 2011 | inhibition, % at 12.5 µM; in the data active = inhibition above about 50%;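 note: plate controls were vehicle with enzyme for no effect and no enzyme for full effect; many of its hits are not listed in these tables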
# TRPC4 potent – positive allosteric modulators of TRPC4, primary screen, cell-based, mouse TRPC4beta, HEK293 mu-opioid, Fluo-4 calcium. 0.42% of 310,000 active. Short transient receptor potential channel 4 (Mus musculus), Q9QUQ5. B-score at 10 µM. DAMGO EC20, Fluo-4 Ca2+ flux; active compounds read high. AID 2227, 2009;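 active = B-score of calcium response area above 5 SD of library B-scores, with initial fluorescence ratio within 5 SD of library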;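 note: B-score of integrated fluorescence ratio over time as area under calcium response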
# PolyA inhibitor – polyadenylation inhibitors in yeast reporter cells, primary screen, luminescence, S. cerevisiae; S. cerevisiae SKY197-pL101 polyadenylation reporter, beta-gal luminescence; efflux-impaired pdr1/pdr3 knockout yeast; score 100 = 6 SD above DMSO; calls only at 12 µM; 0.02% of 300,000 active; AID 1875, 2009;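 active = lowest replicate activity score at least 50, where 100 means six control SD above control mean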;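 note: yeast exposed to compound for 9 h at 30 °C; higher score means more reporter readthrough which indicates perturbed polyadenylation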
# KCNQ1 block – inhibitors of human KCNQ1 channel, primary screen, cell-based, thallium flux, high-throughput | B-score at 10 µM | CHO-K1 KCNQ1, FluxOR thallium flux fluorescence; active compounds read high | 1.3% of 310,000 active | AID 2642, 2010;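 active = compounds whose thallium flux B-score, printed positive for inhibition, exceeds three library SD while starting fluorescence stays within three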;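 note: channel opened by potassium depolarization with thallium stimulus after 20 min compound exposure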
# KCNK3 inh – human KCNK3 channel inhibitors, primary screen, CHO cells, FluxOR thallium flux, B-score | 0.84% of 340,000 active | FluxOR fluorescence; active compounds read low | Potassium channel subfamily K member 3 (Homo sapiens), O14649 | B-score at 10 µM;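 active = B-score under library mean minus 4 SD, starting fluorescence ratio at most library mean plus 5 SD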;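 note: more negative B-score means stronger inhibition of thallium flux through KCNK3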
# Platelet DG rel – inhibitors of platelet dense granule secretion, primary screen, cell-based, MLPCN, human platelets; human platelet-rich plasma, SFLLRN dense granule ATP release, luminescence; inhibition, %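 (compounds screened at 7.5 µM in platelet-rich plasma)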; 0.22% of 300,000 active;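 active = mean replicate score, as percent of positive control, at or above 50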
# Active calls of the source: *; i = inactive; . = no result given.
Compound	TRPC4 inh	KCNQ1 act	TRPC4 act	hERG protect	KCNK9 block	DYRK1A inh	TRPC4 potent	PolyA inhibitor	KCNQ1 block	KCNK3 inh	Platelet DG rel
CCC(C)(C)NC(=O)C(c1ccncc1)N(C(=O)Cn1nnc2ccccc21)c1cc2c(cc1C(C)=O)OCO2 (stereo unspecified)	i	i	i	-5	i	-3	i	i	i	i	8
COCCCNC(=O)NC(=O)c1ccccc1	i	i	i	-6	i	-4	i	i	i	i	10
Cc1ccc(C(=O)N2CCN(S(=O)(=O)c3ccc(C)cc3)CC2)cc1	i	i	i	-9	i	5	i	i	i	i	1
CCCCCCOc1ccc(OC(=O)c2ccncc2)cc1	i	i	i	-8	i	1	i	i	i	i	5
O=C(NCc1cccs1)c1cc(-c2cccc(Cl)c2)on1	i	i	i	-3	i	-2	i	i	i	i	-1
O=C(O)CCCC(=O)N1N=C(c2ccccc2)CC1c1ccc2nccnc2c1 (stereo unspecified)	i	i	i	-1	i	0	i	i	i	i	9
CCOC(=O)C1=C(C)Nc2ncnn2C1c1cc(OC)ccc1OC (stereo unspecified)	i	i	i	-3	i	-2	i	i	i	i	9
CC1=NN(C(N)=S)C(C)(C)C1	i	i	i	-9	i	7	i	i	i	i	5
C=CCn1c(O)c(N=Nc2ccccc2)c2ccccc21	i	i	i	-5	i	-3	i	i	i	i	1
O=C(COC(=O)c1ccc(S(=O)(=O)C(F)F)cc1)NC(=O)NC1CCCCC1	i	i	i	-3	i	-1	i	.	i	i	16
C=CCN1C(=O)c2ccc(C(=O)N3CCN(S(=O)(=O)c4cccc(Cl)c4)CC3)cc2C1=O	i	i	i	-11	i	-2	i	i	i	i	-9
CCCc1ccc(C2=Nn3c(nnc3C(C)C)SC2)cc1	i	i	i	-9	i	4	i	i	i	i	5
Cc1ccc(OCC(=O)NCCCNC(=O)c2cccnc2)cc1	i	i	i	-4	i	2	i	i	i	i	-5
CCOc1cc(/C=N/O)ccc1OS(=O)(=O)c1ccc(C)cc1	i	i	i	-5	i	38	i	i	i	i	2
CCOc1ccc(CCNC(=O)Cc2ccc(NC(=O)C3=C(C)OCCS3)cc2)cc1	i	i	i	-7	i	-1	i	i	i	i	-12
CS(=O)(=O)c1ccc(-c2nnn(CC(=O)Nc3ccc4c(c3)OCCO4)n2)cc1	i	i	i	-10	i	-3	i	i	i	i	1
O=C(CNC(=O)c1ccccc1F)N/N=C/c1ccc2c(c1)OCO2	i	i	i	-6	i	-2	i	i	i	i	-15
COc1ccc(C(=O)C2CCCN(Cc3c(C)[nH]c4ccccc34)C2)c(OC)c1 (stereo unspecified)	i	i	i	-12	i	.	i	i	i	.	3
COc1ccc(/C=C2/C(=O)N(c3ccccc3)N=C2C)cc1OC	i	i	i	-11	i	-3	i	i	i	i	2
CN(c1ccccc1)c1nc(N)c([N+](=O)[O-])c(N2CCOCC2)n1	i	i	i	-9	i	5	i	i	i	i	6
O=C1CSC(c2ccc([N+](=O)[O-])cc2)N1c1ccc(O)cc1 (stereo unspecified)	i	i	i	-8	i	2	i	i	i	i	-9
O=C(Nc1nnc(-c2ccccc2Cl)o1)c1ccco1	i	i	i	-9	i	-6	i	i	i	i	-1
Cc1cc(C)c(S(=O)(=O)NNC(=O)C2CCN(Cc3ccccc3)CC2)c(C)c1	i	i	i	-13	i	-7	i	i	i	i	-1
CSc1ccc(-c2sc(Nc3ccccc3)n[n+]2-c2ccccc2)cc1	i	i	i	-35	i	8	i	i	i	i	0
O=C1N(C2CCCC2)C[C@@H]2C[C@@H](c3cn[nH]c3-c3ccc(Cl)cc3)N3CCC[C@@]123	i	i	i	-7	i	-2	i	i	i	i	12
Cc1cccc2cc(CN(CC3CCCO3)C(c3nnnn3Cc3ccco3)C(C)C)c(=O)[nH]c12 (stereo unspecified)	i	i	i	-14	i	3	i	i	i	i	8
O=C(Nc1ccc(F)c([N+](=O)[O-])c1)c1cccs1	i	i	i	-8	i	2	i	i	i	i	1
Cc1ccc(S(=O)(=O)CC(=O)N(CCCN2CCOCC2)c2nc3c(F)cccc3s2)cc1	i	i	i	-15	i	0	i	i	i	i	4
COc1cccc(C(=O)Nc2cc(C)nn2-c2ccccc2)c1OC	i	i	i	-21	i	3	i	i	i	i	-4
Cc1noc(C)c1S(=O)(=O)N1CCN(Cc2ccc3c(c2)OCO3)CC1	i	i	i	-7	i	21	i	i	i	i	3
C(=C\c1ccccc1)/CSc1nnc(-c2ccncc2)n1Cc1ccco1	i	i	i	-8	i	9	i	i	i	i	-9
CCOC(=O)C1=C(C)N(C)C(=O)NC1c1ccccc1OC (stereo unspecified)	i	i	i	3	i	7	i	i	i	i	-2
Cc1cc(C2=NNC(=Nc3ccc(S(=O)(=O)N4CCOCC4)cc3)SC2)c(C)n1C	i	i	i	-8	i	-3	i	i	i	i	1
Cc1nc(N2CCN(C(=O)c3ccc(Cl)cc3)CC2)c(C#N)c2c1COC(C)(C)C2	i	i	i	-7	i	9	i	i	i	i	-4
CC(C(=O)Nc1ccc(S(=O)(=O)Nc2ncccn2)cc1)N1C(=O)c2ccccc2S1(=O)=O (stereo unspecified)	i	i	i	-14	i	-14	i	i	i	i	2
Cc1ccc(C(=O)c2nc3c(n2O)CCCC3)cc1	i	i	i	-6	i	-6	i	i	i	i	-1
COc1cc(C(=O)NC(CCSC)C(=O)OCC(=O)C(C)(C)C)cc(OC)c1OC (stereo unspecified)	i	i	i	-16	i	3	i	i	i	i	-5
CCOC(=O)c1nc(C)c(C(C)=O)s1	i	i	i	-3	i	0	i	i	i	i	-3
O=c1[nH]c(CN2CCN(c3ccccc3)CC2)nc2scc(-c3ccccc3)c12	i	i	i	-6	i	1	i	i	i	i	10
O=S(=O)(c1ccccc1)c1nc(-c2ccco2)oc1N1CCOCC1	i	i	i	-11	i	3	i	i	i	i	-21
O=C(CSc1cn[nH]n1)Nc1nc2ccccc2s1	i	i	i	-10	i	9	i	i	i	i	8
CCCCc1ccc(NC(=S)NCCCN2CCOCC2)cc1	i	i	i	-4	i	1	i	i	i	i	-1
CCCC(=O)Nc1ccc(N2CCN(C(=O)CCC)CC2)cc1	i	i	i	-5	i	4	i	i	i	i	-1
CN1CCSc2ccc(C(=O)Nc3cccc(F)c3)cc21	i	i	i	-9	i	10	i	i	i	i	6
CCN(CC)S(=O)(=O)c1ccc(OC(C)C)nc1	i	i	i	-6	i	0	i	i	i	i	3
Cc1ccc(S(=O)(=O)Cc2ccc(C(=O)NCCCN3CCN(C)CC3)o2)cc1	i	i	i	-6	i	-12	i	i	i	i	0
COc1ccc(CC(=O)NC(C)(C)CC(C)=O)cc1OC	i	i	i	0	i	7	i	i	i	i	5
O=S(=O)(c1ccc(Oc2ccc(S(=O)(=O)N(CCO)CCO)cc2)cc1)N(CCO)CCO	i	i	i	-6	i	-2	i	i	i	i	14
CCN(Cc1ccncc1)C(=O)c1cc(Br)cc(Br)c1O	i	i	i	-10	i	1	i	i	i	i	-1
COc1ccc(CC2(CO)CCN(Cc3cnc(-c4ccccc4C)nc3)CC2)cc1	i	i	i	-11	i	10	i	i	i	i	-4
O=C(O)c1ccc(-c2nc(-c3ccccc3)c(-c3ccccc3)[nH]2)cc1	i	i	i	-10	i	-4	i	i	i	i	-9
Cc1ccccc1NC(=O)C1CCCN(c2ncnc3onc(-c4ccc(F)cc4)c23)C1 (stereo unspecified)	i	i	i	-4	i	7	i	i	i	i	-5
Cc1cccc(/C=C2\Sc3ccc(C(=O)NCC4CCCO4)cc3N(C)C2=O)c1 (stereo unspecified)	i	i	i	-18	i	1	i	i	i	i	-12
COc1cc(/C=C(\C#N)C(=O)Nc2ccccn2)ccc1O	i	i	i	-4	i	37	i	i	i	i	5
COC(=O)c1ccccc1NC(=S)NC(C)=O	i	i	i	3	i	0	i	i	i	i	0
Fc1cccc(NCc2cn3ccccc3n2)c1	i	i	i	-14	i	1	i	i	i	i	1
COc1ccc(NC(=O)CSc2nnc(C3CCCCC3)n2-c2ccccc2)cc1	i	i	i	-12	i	-1	i	i	i	i	2
C/C(=N\NC(=O)c1nnn(-c2nonc2N)c1COc1ccc(F)cc1)c1ccc(Cl)cc1	i	i	i	-7	i	11	i	i	i	i	-10
Cc1c(C)c2c(OCC(=O)NCCCO)cc3c(c2oc1=O)CCC(C)(C)O3	i	i	i	-10	i	0	i	i	i	i	-1
Cc1ccccc1Nc1nnc(SCC(=O)Nc2ccccc2[N+](=O)[O-])s1	i	i	i	-8	i	4	i	i	i	i	-3
COc1ccc(CC2(CO)CCN(C(C)Cc3ccc(Cl)cc3)CC2)cc1 (stereo unspecified)	i	i	i	-21	i	-1	i	i	i	i	3
O=C(NCC1CCCO1)c1cc(C(=O)C2CCCCC2)c[nH]1 (stereo unspecified)	i	i	i	-7	i	.	i	i	i	i	0
COc1ccccc1N1CCN(C2CCN(S(=O)(=O)c3ccc(C)cc3)CC2)CC1	i	i	i	-14	i	2	i	i	i	i	-8

# The list is partial; count on the stated rates, not on these rows.
